# UDG counterscr – UDG inhibition counter-screen | Potency, µM (highest dose often 115 µM), for inactives: at the highest dose activity change, negative = inhibition, actives largely listed as inhibitors | AID 1347430 | FRET deamination/UDG coupled assay, UDG read, 4 h | 0.14% of 91,000 active; further: nearly all actives have a fitted effect of over 65% in size
# AID inhibitor – blocks human AID cytidine deaminase activity. AID deamination FRET fluorescence, UDG-coupled, 4 h. Potency, µM (highest dose often 115 µM), for inactives: top-dose activity change, negative = inhibition, hits mostly inhibitors. 0.32% of 91,000 active; further: nearly all actives have a fitted effect of over 25% in size
# Target sequence (Q9GZX7 whole entry, looked up): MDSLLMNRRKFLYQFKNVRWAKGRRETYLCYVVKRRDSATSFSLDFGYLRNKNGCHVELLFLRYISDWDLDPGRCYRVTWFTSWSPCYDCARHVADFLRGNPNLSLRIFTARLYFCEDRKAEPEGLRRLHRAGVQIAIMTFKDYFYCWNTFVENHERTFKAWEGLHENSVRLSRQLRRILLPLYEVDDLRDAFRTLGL
# Numbers without * were called inactive; i = inactive; ? = inconclusive; & = joins results of further samples; [ ] = remark or other dose. The call rests on the fitted dose curve; in most records, active means well fitted curve in the direction sought with a large enough effect; inconclusive means small, poorly fitted or top-dose-only effect, or another doubt; inactive means no such curve, though single readings can be large; an effect the other way counts as inactive or inconclusive. On the % scale 0 is the no-effect control and ±100 the full control effect; potency means the concentration at half of the fitted maximal effect.
SMILES,UDG counterscr,AID inhibitor
NS(=O)(=O)Cc1ccc(CNC(=O)COc2ccccc2)cc1,2%,12%
COc1ccc(S(=O)(=O)Nc2cccc(-c3ccc(N4CCOCC4)nn3)c2)cc1F,21%,5%
CN(C)C1(CNC(=O)Cc2n[nH]c(=O)c3ccccc23)CCCCC1,1%,-3%
CCCN1CCN(CCCNC(=O)c2cc3c(Cl)nc4ccccc4c3s2)CC1,0%,?
O=C(CSc1oc(-c2ccc(F)cc2)nc1S(=O)(=O)c1ccc(Cl)cc1)c1ccccc1,-16%,?
Cc1cc(C)cc(NC(=O)CN(c2cc(C(F)(F)F)ccc2Cl)S(=O)(=O)c2ccccc2)c1,-1%,-5%
NCCSSCCN,-17%,-14%
Cc1cc(C)c2cccc(NC(=O)C(C)N3C(=O)c4ccccc4C3=O)c2n1 (configuration not stated),-12%,-10%
CC(=O)Nc1nonc1-c1nnc(SCC(=O)N(C)c2ccccc2)n1C,4%,13%
O=C(Nc1cccc(S(=O)(=O)N2CCCC2)c1)c1nn(-c2ccccc2)c(=O)c2ccccc12,-2%,-4%
CCOC(=O)Cn1c(CN(Cc2ccccc2)Cc2ccccc2)nc2c1c(=O)[nH]c(=O)n2C,5%,-7%
COc1ccc(-c2[nH]c(-c3ccccc3)nc2SCC(=O)Nc2ccc3c(c2)OCO3)cc1,4%,6%
Nc1nnnn1NCc1ccc(-c2ccc(F)c(Cl)c2)o1,-11%,2%
CCN(CC)S(=O)(=O)c1ccc(C(=O)NCCSc2c(-c3ccc(OC)cc3)[nH]c3ccccc23)cc1,1%,19%
COc1cccc(-c2nn(C)c3sc(C(=O)NCc4ccc(OC)cc4OC)cc23)c1,?,?
CCOc1cc(/C=C/C(=O)c2cccc(Cl)c2)cc(Cl)c1O,1%,6%
CC(C)C(C)(C#N)NC(=O)CN(C)Cc1ccccc1 (configuration not stated),-9%,-2%
Cc1cccn2c(=O)cc(CSc3ccccc3NC(=O)c3ccccc3Cl)nc12,-5%,-22%
CCOc1ccccc1CNC(=O)c1cc2c(=O)n(Cc3ccccc3)ccc2nc1C,-14%,i
COc1ccccc1NC(=O)CSc1nnc(NC(=O)NC2CCCCC2)s1,-7%,4%
CCOC(=O)CN1C(=O)c2cccnc2Oc2ccccc21,-9%,8%
COc1ccc(C(=O)NCCn2cc(SCc3ccc(C(F)(F)F)cc3)c3ccccc32)cc1OC,-15%,48%[activator]
O=C(NCCCc1nc2ccccc2n1Cc1ccc(Cl)cc1Cl)c1ccco1,0%,170%[activator]
COc1ccccc1C(=O)N/C(=C\c1cn(S(=O)(=O)N(C)C)c2ccccc12)C(=O)NCCCn1ccnc1,11%,10%
COc1cc(OC)c(OC)cc1CN1CCc2nc(Nc3ccc4c(c3)OCCO4)ncc2C1,3%,2%
COc1ccc(NC(=O)Cn2c(=O)n(Cc3ccccc3OC)c(=O)c3cccnc32)cc1Cl,6%,-11%
CCCn1c(=O)c2c(nc(-n3nc(C)c(C)c3C)n2CC)n(C)c1=O,-9%,-9%
CC(C)c1ccc(/C=C(\C#N)C(=O)NCCc2ccccc2)cc1,-3%,0%
O=C(CCSc1nccc(C(F)(F)F)n1)NC1CCCCC1,-10%,-10%
C/C(CC(=O)Nc1ccc(Cl)cc1)=N\NC(=O)c1cccnc1,3%,-1%
Cc1ccc2occ(CC(=O)N(Cc3ccc(Cl)cc3)C3CCS(=O)(=O)C3)c2c1 (configuration not stated),-9%,-26%
Cn1c(=O)[nH]c(=O)c2c1nc(Sc1ccccc1)n2CCc1ccccc1,4%,2%
Cc1ccc(NC(=O)CC2CC3CCC2C3)c(Br)c1 (configuration not stated),-3%,-4%
Cc1ccccc1Nc1c(-c2cccc(Cl)c2)nc2ncccn12,-10%,-7%
O=C(c1cc(F)cc(F)c1)N1CCC(c2nc(-c3ccc(S(=O)(=O)N4CCCC4)cc3)no2)CC1,-8%,-17%
O=C(NCCCN1CCN(c2cccc(Cl)c2)CC1)c1ccc2nc(Cc3ccccc3)oc2c1,?,?
CCc1nn2c(=O)cc(CN(C)C3CCCCC3)nc2s1,-6%,8%
O=C(/C=C/c1cccc(Br)c1)c1ccc(O)cc1,4%,-10%
Cc1ccc(/C=C(/C#N)C(=O)NC2CCCCC2)cc1C,-3%,-4%
NCC1CCN(CCO)C1 (configuration not stated),-4%,8%
Cn1c(=O)c2c(nc(NCCCO)n2Cc2ccccc2F)n(C)c1=O,12%,4%
COc1ccccc1S(=O)(=O)Cc1ccc(C(=O)N2CCN(c3cc(Cl)ccc3C)CC2)o1,89µM*,?
COC(=O)Cn1c(=O)c2c(nc(-n3nc(C)c(C)c3C)n2C)n(C)c1=O,-5%,7%
O=C(O)CCSc1ccccc1Br,-6%,-3%
Cc1nn(C)c2sc(C(=O)NCc3ccccc3)cc12,2%,2%

# Compounds above that contain a furan ring, fused or not (four):
SMILES,UDG counterscr,AID inhibitor
Nc1nnnn1NCc1ccc(-c2ccc(F)c(Cl)c2)o1,-11%,2%
O=C(NCCCc1nc2ccccc2n1Cc1ccc(Cl)cc1Cl)c1ccco1,0%,170%[activator]
Cc1ccc2occ(CC(=O)N(Cc3ccc(Cl)cc3)C3CCS(=O)(=O)C3)c2c1 (configuration not stated),-9%,-26%
COc1ccccc1S(=O)(=O)Cc1ccc(C(=O)N2CCN(c3cc(Cl)ccc3C)CC2)o1,89µM*,?

# (continued)
SMILES,UDG counterscr,AID inhibitor
CC(C)(C)c1ccc(C(=O)Nc2ccc(Br)cc2F)cc1,1%,-3%
O=C(Cn1cc(SCc2cccc(F)c2)c2ccccc21)N1CCOCC1,-13%,83%[activator]
CC(C)c1ccccc1NC(=O)c1csc2c1CCCC2,-12%,-12%
COc1cccc(N2C(=O)CSC23C(=O)N(Cc2ccccc2F)c2ccccc23)c1 (configuration not stated),-2%,-10%
CCC(C)(C)NCc1cc(=O)oc2c(C)c(O)ccc12,3%,-2%
Cc1ccc(NC(=O)NC(C)c2c(-n3cccc3)sc(C)c2C)cc1F (configuration not stated),-14%,-16%
O=C(Nc1cccc2c1CCCC2)c1cc(Br)cnc1Cl,3%,8%
Clc1ccc(CCNc2ncnc3c2c(-c2ccccc2)cn3-c2ccccc2)cc1,-10%[57.5 µM],?
COc1ccc(OC)c(NCc2cccn2-c2nnc(N3CCCCC3)s2)c1,5%,21%
COc1cccc(NC(=O)Cn2c(=O)n(CCCCC(=O)NCc3ccccc3Cl)c(=O)c3ccccc32)c1,-9%,1%
CCOC(=O)C1=C(CN(CC)Cc2ccccc2)NC(=O)NC1c1ccc(OC(C)C)cc1 (configuration not stated),?,?
CCCNC(=O)CSc1c(CCC)cnc2c1c(=O)n(C)c(=O)n2C,7%,15%
O=C(COc1ccc(Cl)cc1)Nc1nc2n(n1)C(c1ccc(Cl)cc1)CC(=O)N2 (configuration not stated),-2%,-7%
COc1ccc(-c2nnsc2C(=O)NC2CCCCCCC2)cc1,0%,5%
CCNc1c(NC(=O)Nc2cccc(C)c2)c(=O)oc2ccccc12,-13%,-10%
CCC(=O)N1CCCc2cc(S(=O)(=O)N3CCC(C(=O)NC4CCC(C)CC4)CC3)ccc21 (configuration not stated),-17%,-7%
COc1ccc(-c2nc(CS(=O)CC(=O)NCc3ccccc3OC)c(C)o2)cc1 (configuration not stated),8%&-13%,0%&2%
Cc1ccc(Sc2ccc(C=O)o2)cc1,2%,-16%
CCC(=O)Nc1ccc(S(=O)(=O)NCc2ccc3c(c2)CCN3C(=O)c2ccc(C)cc2)cc1,0%[57.5 µM],11%
Cc1ccc(S(=O)(=O)N2CCN(C(=O)CNC(=O)c3ccc4c(c3)OCO4)CC2)cc1,9%,3%
CC(C)CCNS(=O)(=O)c1ccc(N2CCCCS2(=O)=O)cc1,-1%,-2%
CC(C)c1ccc(S(=O)(=O)c2nnn3c2nc(N2CCCCC2)c2sccc23)cc1,?,?
CC(C)CC(=O)Nc1cc(-c2ccccc2F)nn1-c1ccccc1,?,10%
O=C(NC1CCN(Cc2ccccc2)CC1)C1CCN(S(=O)(=O)c2ccc(F)c(F)c2)CC1,12%,3%
Cc1ccc(Cn2nc(C)c(NC(=O)c3cc(-c4ccc(F)cc4)on3)c2C)cc1,?,20%
NS(=O)(=O)c1ccc(CCNC(=O)Cn2c(=O)c3cccn3c3ccc(F)cc32)cc1,8%[57.5 µM],3%
COc1ccc(OC(C)c2nc(-c3ccc(Br)cc3)no2)cc1 (configuration not stated),-7%,-9%
CCCNC(=O)CN1CCN(Cc2nc3ccccc3o2)CC1,-1%,0%
Cc1ccc(-n2ncc3c(NCCCn4ccnc4)ncnc32)cc1C,?,-17%
C=Cc1ccc(Cn2c(=O)n(-c3ccccc3C)c(=O)c3c4c(sc32)CN(C(C)=O)CC4)cc1,-18%,?

# Four entries from above, arranged by count of non-hydrogen atoms, low to high:
SMILES,UDG counterscr,AID inhibitor
Cc1ccc(Sc2ccc(C=O)o2)cc1,2%,-16%
Cc1ccc(-n2ncc3c(NCCCn4ccnc4)ncnc32)cc1C,?,-17%
COc1ccc(-c2nc(CS(=O)CC(=O)NCc3ccccc3OC)c(C)o2)cc1 (configuration not stated),8%&-13%,0%&2%
NS(=O)(=O)c1ccc(CCNC(=O)Cn2c(=O)c3cccn3c3ccc(F)cc32)cc1,8%[57.5 µM],3%

# (listing goes on)
SMILES,UDG counterscr,AID inhibitor
O=C(NC1(C(F)(F)F)C(=O)Nc2c1c(=O)[nH]c(=O)n2-c1ccccc1)c1cccs1 (configuration not stated),4%,1%
Cc1cc(C)c(NS(=O)(=O)c2c(C)cc(N3C(=O)CCS3(=O)=O)cc2C)c(C)c1,-10%,-6%
Cc1ccc(CCC(=O)O)cc1Cl,-2%,-2%
CCN(C(=O)Cn1c(=O)c2c(ncn2CCOC)n(Cc2ccccc2)c1=O)c1ccccc1,-11%,-3%
COc1ccc2c(CNCc3cccs3)c(C(=O)O)n(Cc3ccc(C)cc3)c2c1,-3%,10%
CC(CNC(=O)c1cc2ccccc2oc1=O)N(C)c1ccccc1 (configuration not stated),1%,1%
O=C1CC(c2ccccc2OCc2ccccc2F)c2cn[nH]c2N1 (configuration not stated),0%,0%
Cc1ccc(CNC(=O)CCC(=O)N2CCSc3ccccc32)cc1,-1%,-6%
c1ccc(N2CCN(c3nc(N4CCOCC4)c4nccnc4n3)CC2)cc1,-3%,-8%
CC(C)=CCCC(C)CCC/C(C)=N/NC(N)=O (configuration not stated),0%,8%
O=S(=O)(NCc1ccc(N2CCOCC2)nc1)c1ccc(F)cc1,5%,3%
CCC(CC)C(=O)Nc1cc(C)ccc1C,-3%,-5%
COc1ccc(Cn2c(CCC(=O)NCc3cccc(Cl)c3)nc3cccnc32)cc1,-3%,-3%
CCc1nc2ccccc2n1CCCCOc1ccc(C)cc1,?,?
COc1ccc(C(CNC(=O)c2cccc([N+](=O)[O-])c2)N2CCOCC2)cc1 (configuration not stated),-11%,2%

# Looked up above:
# CCC(CC)C(=O)Nc1cc(C)ccc1C in UDG counterscr = -3%
# CC(C)=CCCC(C)CCC/C(C)=N/NC(N)=O (configuration not stated) in AID inhibitor = 8%

# Profiles from above.
# Cc1ccc(Cn2nc(C)c(NC(=O)c3cc(-c4ccc(F)cc4)on3)c2C)cc1 across the screens: UDG counterscr = ?; AID inhibitor = 20%
# Cc1cccn2c(=O)cc(CSc3ccccc3NC(=O)c3ccccc3Cl)nc12 across the screens: UDG counterscr = -5%; AID inhibitor = -22%

# (listing goes on)
SMILES,UDG counterscr,AID inhibitor
O=C(Cc1cccc2ccccc12)NCCc1ccccn1,3%,4%
Cc1ccc(C2CC2C(=O)O)cc1 (configuration not stated),0%,8%
CC(NC(=O)Nc1ccc(Cl)c(Cl)c1)c1ccc(Cl)s1 (configuration not stated),-2%,-5%
Cc1ccccc1/C=C/C(=O)NC(C)CO (configuration not stated),0%,0%
CC(Sc1nc2nc[nH]c2c(=O)[nH]1)C(=O)Nc1ccc(F)cc1 (configuration not stated),3%,5%
Cc1noc(C(C)N2CCN(C(=O)c3cccs3)CC2)n1 (configuration not stated),-5%,5%
CCc1c(C)nc2nncn2c1NCc1ccccc1,6%,5%
CCc1ccccc1NC(=O)c1nn(-c2ccc(C)cc2)c(=O)c2c1c1ccccc1n2C,34%[activator],-4%
O=C1OCCC1NCC(c1ccccc1)c1c[nH]c2ccccc12 (configuration not stated),-1%,-6%
CC(C)c1ccc(NC(=O)c2ccc3c(c2)CCCN3S(C)(=O)=O)cc1,-3%,-24%
CC(=O)c1ccc(NC(=O)CSc2nc(C)c(C)o2)cc1,4%,-2%
O=C(NC1(C(=O)O)CCCCC1)C1CCCO1 (configuration not stated),7%,19%
Cc1cccc(/C=C/c2ccc3ccccc3n2)c1,-14%,-13%
O=C(C1Cc2ccccc2S1)N(Cc1ccc(C(F)(F)F)cc1)C1CC1 (configuration not stated),-2%,-8%
O=C(O)CCNC1CC1,3%,-3%
COCCCNC(=O)c1sc2nc(C)c(C(=O)Nc3ccc(C)cc3C)c(-c3ccccc3Cl)c2c1N,30%,-15%
N#C/C(=C\c1ccc2ccccc2n1)c1nc2ccccc2s1,-22%,?

# Assay outcomes as filed in PubChem BioAssay.

# Not all compounds are listed; the hit share may differ from the screen's.
